LYPLA1 counter: counter-screen for PME1 inhibitors: inhibitors of human LYPLA1. O75608. recombinant LYPLA1, FP-Rh probe fluorescence polarization. inhibition, % at 5.9 µM. 320,000 tested, 0.16% active. AID 2174;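 active = inhibition above the mean of all tested compounds plus 3 SD, set per campaign, cut at about 14% in these data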;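 also: inhibitors block serine hydrolase probe labeling of LYPLA1 so polarization falls; 0% = enzyme with DMSO and 100% = wells lacking LYPLA1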
PAFAH1B2 FP inh: PAFAH1B2 (human) inhibition. 340,000 tested, 1.2% active. recombinant PAFAH1B2, FP-rhodamine activity probe, fluorescence polarization. AID 492953. inhibition, % at 3.39 µM;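 active = inhibition above the mean of all tested compounds plus 3 SD, cut at about 24% in these data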;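 also: 0% = enzyme with DMSO and 100% = wells lacking PAFAH1B2; many of its hits are not listed in these tables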
pPAFAH inh: pPAFAH (human) enzyme inhibition | Q13093 | recombinant pPAFAH, FP-rhodamine probe fluorescence polarization | inhibition, % at 3.39 µM | 330,000 tested, 1.5% active | AID 463082;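 active = inhibition above the mean inhibition across the screen plus 3 SD, cut at about 25% in these data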;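 also: inhibitors block binding of the rhodamine activity-based probe so polarization drops; 0% = enzyme with DMSO and 100% = wells lacking pPAFAH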
PAD4 FP inh: PAD4 (human) enzyme inhibition. recombinant PAD4, RCA probe fluorescence polarization. 330,000 tested, 0.41% active. Q9UM07. inhibition, % at 6.36 µM;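 active = percent inhibition above a cutoff equal to the mean of all tested compounds plus 3 SD, cut at about 15% in these data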;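 also: 0% = PAD4 with RCA probe and DMSO and 100% = probe without PAD4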
Target sequence (Q9UM07 whole entry, looked up): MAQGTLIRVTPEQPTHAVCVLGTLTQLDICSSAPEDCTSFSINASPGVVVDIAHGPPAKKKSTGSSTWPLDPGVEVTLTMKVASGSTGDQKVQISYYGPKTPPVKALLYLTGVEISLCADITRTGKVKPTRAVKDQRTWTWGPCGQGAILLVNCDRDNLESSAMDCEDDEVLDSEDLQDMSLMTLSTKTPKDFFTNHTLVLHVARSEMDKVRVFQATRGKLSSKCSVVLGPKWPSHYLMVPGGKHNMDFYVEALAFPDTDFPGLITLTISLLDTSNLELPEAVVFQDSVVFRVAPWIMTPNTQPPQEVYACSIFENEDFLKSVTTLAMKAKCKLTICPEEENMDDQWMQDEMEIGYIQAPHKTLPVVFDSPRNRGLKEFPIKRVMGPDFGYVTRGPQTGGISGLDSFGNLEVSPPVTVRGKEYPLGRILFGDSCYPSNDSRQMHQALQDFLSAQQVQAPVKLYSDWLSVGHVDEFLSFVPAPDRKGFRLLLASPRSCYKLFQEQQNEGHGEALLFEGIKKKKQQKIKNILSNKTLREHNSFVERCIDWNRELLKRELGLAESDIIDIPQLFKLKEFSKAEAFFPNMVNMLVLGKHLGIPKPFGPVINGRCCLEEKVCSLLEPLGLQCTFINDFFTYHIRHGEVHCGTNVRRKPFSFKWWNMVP
LYPLA2 counter: counter-screen for PME1 inhibitors: inhibitors of human LYPLA2 | inhibition, % at 5.9 µM | 320,000 tested, 0.38% active | AID 2177 | recombinant LYPLA2, FP-Rh probe fluorescence polarization;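 active = inhibition above the screen-wide mean plus 3 SD, limit set per campaign, cut at about 26% in these data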;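 also: 0% = LYPLA2 with DMSO and 100% = wells lacking LYPLA2 enzyme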
Target sequence (O95372 whole entry, looked up): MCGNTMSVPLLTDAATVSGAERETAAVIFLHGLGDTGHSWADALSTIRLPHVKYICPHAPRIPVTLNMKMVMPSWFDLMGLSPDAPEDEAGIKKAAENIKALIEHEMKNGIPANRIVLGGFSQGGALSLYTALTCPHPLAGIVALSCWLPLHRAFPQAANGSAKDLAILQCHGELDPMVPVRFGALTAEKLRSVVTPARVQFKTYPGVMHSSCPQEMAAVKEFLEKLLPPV
PAFAH1B3 inh: inhibitors of human PAFAH1B3. Q15102. recombinant PAFAH1B3, FP-rhodamine probe, fluorescence polarization. inhibition, % at 3.39 µM. 340,000 tested, 0.28% active. AID 492972;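 active = inhibition above the screen-wide average of all tested compounds plus 3 SD, cut at about 25% in these data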;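 also: 0% = enzyme with DMSO only and 100% = wells lacking PAFAH1B3 protein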
GSTO1 counter: blocks human GSTO1 in RBBP9 counter-screen; recombinant GSTO1, activity-based probe fluorescence polarization; 300,000 tested, 1.1% active; P78417; AID 1974; inhibition, % at 5.96 µM;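 active = inhibition above the campaign mean inhibition plus 3 SD, cut at about 35% in these data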;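 also: 0% = GSTO1-1 with DMSO and 100% = wells lacking GSTO1-1 enzyme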
PME-1 primary: blocks human protein phosphatase methylesterase 1; Q9Y570; recombinant PME-1, FP-Rh probe fluorescence polarization; inhibition, % at 5.9 µM; 320,000 tested, 0.53% active; AID 2130;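 active = inhibition above the campaign mean of all compounds plus 3 SD, cut at about 26% in these data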;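 also: competitive labeling of PME-1 active site by serine hydrolase directed probe; 0% = PME-1 with DMSO and 100% = wells lacking PME-1 enzyme; inhibitors block probe labeling so polarization falls and inhibition rises; many of its hits are not listed in these tables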
PREPL inhibitor: human PREPL enzyme inhibition | recombinant PREPL, fluorescence polarization activity-based probe | inhibition, % at 5.96 µM | 320,000 tested, 0.68% active; in the data active = inhibition above about 43%;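 also: 0% = enzyme with DMSO and 100% = wells lacking enzyme; many of its hits are not listed in these tables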
Numbers without * were called inactive; · = no result given. Only part of the results is shown; rates above refer to the full screens.

The line under a structure holds: PAFAH1B2 FP inh | pPAFAH inh | GSTO1 counter | LYPLA1 counter | PME-1 primary | PAD4 FP inh | LYPLA2 counter | PREPL inhibitor | PAFAH1B3 inh
1. CCOC(=O)c1[nH]c2c(c1-c1ccccc1)C(=O)CC(c1ccc(OCC)cc1)C2 (centres undefined)
 : -6 | 3 | 21 | -1 | 1 | -1 | 1 | 3 | 10
2. COc1ccc(N2CCN(CC(O)COc3ccccc3[N+](=O)[O-])CC2)cc1 (centres undefined)
 : 2 | 2 | 7 | -1 | 2 | 0 | 7 | 8 | 15
3. CC1CCCCN1S(=O)(=O)c1ccc(C(=O)Nc2nnc(-c3ccccn3)o2)cc1 (centres undefined)
 : 9 | -2 | -11 | -4 | -3 | -10 | -8 | 9 | 6
4. CCOc1ccc(CCNC(=O)COC(=O)c2ccc(OC(C)C)cc2)cc1OCC
 : -2 | 15 | 4 | 1 | 3 | -1 | 1 | 19 | 1
5. COc1ccc(-c2cc(C(F)(F)F)nc(SCC(=O)N(C)Cc3cnn(C)c3C)n2)cc1OC
 : 1 | 8 | -4 | -2 | -5 | 3 | 5 | 3 | 4
6. CCN(C[C@H]1N[C@@](Cc2ccccc2)(C(=O)OC)[C@H]2C(=O)N(C)C(=O)[C@@H]12)C(=O)COC
 : 1 | 4 | · | · | · | -1 | · | 0 | 1
7. COc1ccc(Cl)cc1NC(=S)NCCSc1ccc(C)cc1
 : 4 | -4 | -12 | -28 | -17 | -2 | -36 | 5 | 7
8. COc1ccccc1NC(=O)C(C(C)C)N1C(=O)c2ccccc2C1=O (centres undefined)
 : 4 | 1 | 5 | 3 | -4 | -9 | 7 | 4 | -2
9. Cc1cc2ccccc2c(=O)[nH]1
 : -1 | 5 | -3 | 0 | -2 | -5 | 0 | 1 | 3
10. O=c1oc(-c2ccco2)nc2ccccc12
 : -1 | -1 | -5 | -1 | -1 | 1 | -4 | 7 | 5
11. CN(C)C=NC1=NN(c2cccc(C(F)(F)F)c2)CC1
 : 5 | 2 | 8 | 2 | 3 | -4 | 10 | 42 | 6
12. O=C(C1CCN(S(=O)(=O)c2cnc[nH]2)CC1)N1CCc2ccccc2C1
 : -3 | 2 | 9 | 1 | -2 | -2 | 0 | 2 | -2
13. CN(Cc1nc2ccc(F)cc2[nH]1)Cc1nc(CC2CC2)no1
 : 0 | 1 | 11 | 2 | 2 | -3 | 1 | 8 | 9
14. COC(=O)c1ccc(COC(=O)CNC(=O)CNC(=O)c2ccc(OC)cc2)cc1
 : 2 | -1 | 8 | 2 | 0 | 3 | -4 | -4 | 3
15. CCCCCN(C(=O)CCC(=O)OCC(=O)Nc1cccc(SC)c1)c1c(N)n(CCCC)c(=O)[nH]c1=O
 : -1 | 4 | 9 | 3 | 1 | 5 | 1 | 12 | 2
16. O=C(NCc1ccccc1F)c1cc(=O)[nH]c2ccccc12
 : 4 | -2 | 5 | 1 | 0 | -2 | -4 | 9 | 3
17. c1ccc(-c2csc3ncnc(NCCCN4CCOCC4)c23)cc1
 : 0 | 3 | 8 | -1 | 2 | 1 | -5 | -7 | -1
18. O=C(COC(=O)C1CCC1)NCc1ccc(F)cc1
 : 4 | 11 | 6 | -2 | -2 | 0 | -1 | -3 | 6
19. Cc1onc(-c2c(Cl)cccc2Cl)c1NC(=O)NN(C)C
 : -4 | -8 | 6 | -1 | -4 | -6 | -6 | 23 | -5
20. Cc1cc(Cl)ccc1NC(=O)CN1CCC(C(O)(c2ccccc2)c2ccccc2)CC1
 : 3 | 3 | -8 | -6 | -14 | -2 | -11 | 14 | 5
21. O=C(CN1CCN(S(=O)(=O)c2ccccc2)CC1)NCCc1ccccc1
 : 13 | 3 | 0 | 3 | 8 | -1 | 2 | 8 | 2
22. COc1cccc(-n2c(SCC(=O)NCCC3=CCCCC3)nc3n[nH]c(C)c3c2=N)c1
 : · | -1 | -19 | -5 | -2 | 1 | -9 | 37 | ·
23. COc1ccc2c(=O)c3c(=O)n(Cc4ccco4)c(C(C)C)nc3oc2c1
 : 6 | -2 | -4 | 1 | 0 | 0 | -1 | 13 | 2
24. CC(C)(C)[C@H]1COC(=O)CCCC/C=C\C[C@H](CC(=O)NCCO)C(=O)N1
 : -11 | 2 | · | · | · | -3 | · | 20 | 13
25. CCOc1cc(NC(=O)c2cccs2)c(OCC)cc1NC(=O)CCC(=O)NCCN1CCOCC1
 : -2 | 8 | -1 | -2 | -4 | -2 | -2 | 2 | 2
26. CC(OC(=O)C1CCCCC1)c1nc2ccccc2[nH]1 (centres undefined)
 : -4 | 2 | 3 | 4 | -16 | 1 | 4 | 10 | 4
27. COc1ccc2nc(SCC(=O)Nc3cc(OC)c(OC)cc3C(=O)O)c(C)cc2c1
 : -1 | 13 | 11 | -3 | -8 | -4 | -3 | -4 | 2
28. O=C(CNC(=O)c1ccccc1Cl)N/N=C/c1ccc2c(c1)OCO2
 : 3 | -6 | 11 | -2 | 3 | 2 | -8 | -2 | 2
29. COc1cc(OC)c(C(=O)OCC(=O)NC2CCCCCCC2)cc1OC
 : 3 | 14 | · | · | · | 0 | · | 24 | 10
30. CN1CCN(C(=O)c2cc3sccc3n2CC(=O)c2ccccc2)CC1
 : -6 | 2 | 4 | 0 | 0 | -2 | 1 | 9 | 7
31. CCOC(=O)C1=C(CNCCc2ccc(Cl)cc2)NC(=O)NC1c1ccc2c(c1)OCO2 (centres undefined)
 : 11 | 2 | 4 | -3 | 0 | -4 | -1 | 10 | 8
32. CCN1C(=O)[C@H]2[C@@H](c3ccc(-c4ccc(OC)cc4)cc3)N[C@@](C)(C(=O)OC)[C@H]2C1=O
 : -2 | 7 | -1 | 1 | 0 | 5 | 0 | 3 | 6
33. CCN1CCN(C(=O)C(=O)c2cn(CC(=O)N3CCCC3)c3ccccc23)CC1
 : 0 | -5 | 2 | 1 | 8 | -7 | 0 | 9 | 3
34. COC(=O)c1c(NC(=O)CN2CCN(S(=O)(=O)c3ccccc3[N+](=O)[O-])CC2)sc2c1CCC(C)C2 (centres undefined)
 : 6 | 1 | 1 | -2 | -2 | 0 | -3 | -1 | 6
35. COc1ccc(C(=O)c2c(N)sc3c2CCN(C(=O)OC(C)(C)C)C3)cc1
 : · | 4 | 8 | -2 | -1 | -3 | -1 | -2 | ·
36. CCOc1ccc2[nH]c(=O)c(C(c3nnnn3CC3CCCO3)N3CCc4ccccc4C3)cc2c1 (centres undefined)
 : 7 | 17 | -5 | -3 | 2 | -3 | 3 | 16 | 0
37. N#CC(Sc1ccccn1)c1ccc(Cl)cc1 (centres undefined)
 : 13 | 3 | -6 | 2 | 2 | -9 | -1 | -2 | -6
38. CNC[C@@H](C)NC[C@@H](Cc1ccccc1)NCCc1ccccc1
 : 2 | -4 | 2 | 0 | 2 | 1 | -9 | 16 | 18
39. COCCN(C(=O)c1cc(OC)c(OC)c(OC)c1)c1c(N)n(Cc2ccccc2)c(=O)[nH]c1=O
 : -1 | 2 | 6 | 4 | 2 | -3 | 8 | 2 | -3
40. O=S(=O)(Cc1ccccc1)NCC1CCCN(Cc2cccc3nonc23)C1 (centres undefined)
 : 4 | 10 | 6 | -4 | 2 | -2 | -2 | -26 | 1
41. O=c1oc2ccc(Cl)cc2cc1-c1nnc(Nc2cccc(C(F)(F)F)c2)s1
 : 2 | 4 | 2 | -2 | -2 | -2 | -2 | -1 | 5
42. O=C1CC(NS(=O)(=O)c2cccnc2)CN1c1ccc(F)cc1 (centres undefined)
 : 6 | 0 | 2 | 3 | 5 | 3 | -2 | 2 | 1
43. COc1cc(NC(=O)CN2c3cccc4cccc(c34)S2(=O)=O)cc(OC)c1OC
 : -4 | 5 | 22 | -3 | 2 | -2 | 3 | 12 | -2
44. Cc1nn(CC(=O)NCCc2ccccc2)c(=O)c2cccn12
 : 1 | -1 | -7 | -2 | 5 | -1 | 0 | 3 | 7
45. COC(=O)CCCCCCCCCCN1CCCCC1
 : 3 | 2 | 0 | 2 | 1 | 3 | 1 | 3 | 6
46. CCOc1ccc(CC(=O)C2=C(N3CCOCC3)CC(C)(C)CC2=O)cc1OCC
 : 1 | -3 | 2 | -1 | 3 | -3 | 3 | -3 | 7
47. COc1ccc2[nH]c(C(=O)NCCCN3CCCC3=O)c(C)c2c1
 : 5 | 4 | 2 | 5 | 8 | -1 | 2 | -5 | 10
48. COc1ccc(C(=O)N2CCOC2CNC(=O)C(=O)NCc2ccc(Cl)cc2)cc1 (centres undefined)
 : 1 | 11 | -10 | -3 | 0 | -5 | -5 | 8 | -2
49. O=C(Cc1csc(NC(=O)Nc2cccc(Cl)c2)n1)NCc1cccnc1
 : -5 | 7 | -8 | -8 | 3 | -4 | -8 | -7 | 13
50. O=S(=O)(c1ccc(NC(=S)NCCC(c2ccccc2)c2ccccc2)cc1)N1CCOCC1
 : -46 | -63 | -89 | -66 | -138 | -11 | -85 | 1 | -99
51. O=C(Nc1cccc([N+](=O)[O-])c1)NC1CCS(=O)(=O)C1 (centres undefined)
 : 4 | 3 | -2 | -4 | 7 | 0 | -3 | 4 | 5
52. Cc1ccc(N2CCN(C(=O)NC3CCCCC3)CC2C)cc1 (centres undefined)
 : 0 | 8 | 9 | 0 | -5 | 0 | 1 | 10 | 5
53. C[C@H](CO)N1C[C@H](C)[C@@H](CN(C)Cc2ccc(Cl)c(Cl)c2)Oc2c(NC(=O)C3CCOCC3)cccc2C1=O
 : 8 | 2 | · | · | · | 2 | · | 17 | 1
54. CCN(CC1CCCN(CCc2cccc(F)c2)C1)C(=O)c1cc(C)oc1C (centres undefined)
 : -1 | -1 | 5 | 5 | -3 | 1 | 1 | 9 | 14
55. O=C1C2C3C=CC(C3)C2C(=O)N1CC1CCCO1 (centres undefined)
 : 0 | 0 | -9 | -2 | -4 | 1 | -5 | -6 | 7
56. NC(=O)c1ccccc1NS(=O)(=O)Cc1ccccc1
 : 2 | 5 | 4 | 0 | -6 | 0 | -2 | -7 | 8
57. COc1ccc(CC(=O)Nc2ccc(NC(=O)c3ccc(Br)cc3)cc2)cc1OC
 : 2 | -5 | -3 | 0 | 2 | 1 | 2 | 6 | 0
58. COc1cccc(C(=O)Nc2cccc(C(=O)N3CCOCC3)c2)c1
 : 3 | 5 | 0 | 0 | -1 | -3 | 1 | -4 | -2
59. O=C(O)COc1ccc(/C=N/NC(=O)c2ccccc2Br)cc1
 : 5 | -2 | -5 | 5 | -2 | -13 | 1 | -15 | 8

Profiles, looked up by structure. Order of screens: PAFAH1B2 FP inh | pPAFAH inh | GSTO1 counter | LYPLA1 counter | PME-1 primary | PAD4 FP inh | LYPLA2 counter | PREPL inhibitor | PAFAH1B3 inh
CCOc1ccc(CCNC(=O)COC(=O)c2ccc(OC(C)C)cc2)cc1OCC reads -2 | 15 | 4 | 1 | 3 | -1 | 1 | 19 | 1
CNC[C@@H](C)NC[C@@H](Cc1ccccc1)NCCc1ccccc1 reads 2 | -4 | 2 | 0 | 2 | 1 | -9 | 16 | 18
COc1cccc(-n2c(SCC(=O)NCCC3=CCCCC3)nc3n[nH]c(C)c3c2=N)c1 reads · | -1 | -19 | -5 | -2 | 1 | -9 | 37 | ·
O=C(C1CCN(S(=O)(=O)c2cnc[nH]2)CC1)N1CCc2ccccc2C1 reads -3 | 2 | 9 | 1 | -2 | -2 | 0 | 2 | -2

Assay outcomes as filed in PubChem BioAssay.
